Assay outcomes as filed in PubChem BioAssay.
M1 ag parental: M1 agonist counterscreen hit in parental CHO-K1 cells | Fluo-8 calcium fluorescence; scaled to maximal ATP response, vehicle zero | activation, % at 3 µM | hit rate 0.48% among 360,000; in the data active = activation above about 15%;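 also: untransfected CHO-K1 host cells lacking M1 receptor as counterscreen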
GPR7 antagonist: blocks human GPR7 receptor signaling. P48145. GPR7-expressing cells, fluorescence antagonist assay. inhibition, % at 4.4 µM. hit rate 1.1% among 290,000; in the data active = inhibition above about 16%, passing the limit was not always enough;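 also: cells stimulated with the agonist NPW; 0% = agonist with vehicle and 100% = vehicle without agonist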
OXTR agonist: agonists of human oxytocin receptor; P30559; CHO-OTR cells, Fluo-8 calcium fluorescence; normalized: DMSO 0%, oxytocin 100%; activation, % at 3 µM; hit rate 0.32% among 320,000;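 active = activation above the mean of all tested compounds plus 3 SD, cutoff set per screening run, cut at about 20% in these data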;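 also: peak over basal fluorescence ratio from a 100 s FLIPR kinetic read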
Target sequence (P30559 whole entry, looked up): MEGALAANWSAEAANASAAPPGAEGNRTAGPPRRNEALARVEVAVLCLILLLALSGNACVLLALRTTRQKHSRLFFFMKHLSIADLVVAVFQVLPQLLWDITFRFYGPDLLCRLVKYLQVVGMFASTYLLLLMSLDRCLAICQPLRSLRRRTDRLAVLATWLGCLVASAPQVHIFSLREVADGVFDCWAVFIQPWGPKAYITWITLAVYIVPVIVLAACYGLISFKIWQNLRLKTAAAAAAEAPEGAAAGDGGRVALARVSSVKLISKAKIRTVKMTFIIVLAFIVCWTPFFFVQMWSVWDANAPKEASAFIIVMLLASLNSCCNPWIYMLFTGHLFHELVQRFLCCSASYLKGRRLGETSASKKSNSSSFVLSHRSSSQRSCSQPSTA
CHO parental Ca: counter-screen: ATP calcium response change in parental CHO cells. parental CHO-K1, ATP-induced calcium, Fluo-8 fluorescence. inhibition, % at 5.6 µM. hit rate 0.63% among 330,000;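 active = inhibition above that plate's mean sample inhibition plus 3 SD, cut at about 26% in these data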;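 also: 0% = ATP-challenged DMSO wells and 100% = DMSO wells without ATP; some compounds past the cut are filed as inactive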
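Test system: parental CHO cells; detection: calcium-sensitive Fluo-8 fluorescence; evaluation: percent inhibition of calcium signal; also added: ATP as calcium-mobilizing challenge; repeats: one well per compound; control set: ATP-challenged DMSO wells low, unchallenged DMSO wells high; compound: single nominal dose of 5.6 µM per compound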
TAAR1 antagonist: antagonists of human TAAR1; hit rate 1.5% among 360,000; inhibition, % at 3 µM; AID 624466; CHO RD-HGA16 TAAR1, Fluo-8 calcium fluorescence, antagonist;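 active = inhibition above a per-plate cutoff, the mean inhibition of test compounds on that plate plus 3 SD, cut at about 49% in these data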;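 also: 0% = DMSO plus EC80 beta-PEA response and 100% = DMSO alone without agonist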
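Material: CHO RD-HGA16 cells bearing hTAAR1; compound dosing: one-point dosing, 3 µM nominal final; schedule: dye loading 75 min at 37 °C, then 30 min room temperature; measured by: calcium fluorescence with Fluo-8; control set: vehicle and agonist controls; replication: n of 1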
CHO-K1 Ca PAM: M1 PAM counterscreen hit in parental CHO-K1 cells. ATP EC20, Fluo-8 calcium fluorescence; 0% at ATP EC20, 100% at ATP max. activation, % at 3 µM. hit rate 0.02% among 360,000. AID 602247;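 active = activation above the run cutoff, the mean activation of all test compounds plus 3 SD, cut at about 40% in these data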;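 also: peak over basal fluorescence ratio in a 140 s read after ATP addition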
OXTR potentiate: potentiators of human oxytocin receptor | P30559 | CHO-OTR cells, Fluo-8 calcium fluorescence, potentiator mode; 0% = oxytocin EC15, 100% = EC100 | activation, % at 3 µM | hit rate 0.061% among 320,000;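 active = activation above that plate's cutoff, the mean activation of tested compounds plus 3 SD, cut at about 6.6% in these data, passing the limit was not always enough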;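 also: 100% uses oxytocin at 75 nM as the full agonist control; some results filed as inactive read as strong as hits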
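Replication – single well per compound, singlicate · Assay system – CHO cell line stably expressing human OTR · Timing – 6 min pre-incubation, 100 s read · Measure – normalized max/min fluorescence ratio, % activation · Doses – 3.0 µM, one dose · Detection – Fluo-8 calcium dye fluorescence · Probe or stimulus – oxytocin near EC15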
CHO-K1 Ca antag: nonselective inhibitor or artifact in parental CHO-K1 cells; ATP-induced calcium, Fluo-8 fluorescence; inhibition, % at 3 µM; hit rate 0.6% among 360,000; AID 602250;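 active = inhibition above a per-plate cutoff, the plate's mean sample inhibition plus 3 SD, cut at about 24% in these data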;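 also: 0% = DMSO plus EC80 ATP and 100% = DMSO alone without ATP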
V1R ag counter: counter-screen for oxytocin receptor agonists: human V1a receptor agonists; P37288; CHO-V1R cells, Fluo-8 calcium fluorescence, agonist mode; 0% DMSO, 100% 3 nM vasopressin; activation, % at 3 µM; hit rate 0.25% among 320,000;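 active = activation above the mean activation of all tested compounds plus 3 SD, per screening run, cut at about 20% in these data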;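 also: signal is peak over basal fluorescence ratio across a 100 second FLIPR read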
Target sequence (P37288 whole entry, looked up): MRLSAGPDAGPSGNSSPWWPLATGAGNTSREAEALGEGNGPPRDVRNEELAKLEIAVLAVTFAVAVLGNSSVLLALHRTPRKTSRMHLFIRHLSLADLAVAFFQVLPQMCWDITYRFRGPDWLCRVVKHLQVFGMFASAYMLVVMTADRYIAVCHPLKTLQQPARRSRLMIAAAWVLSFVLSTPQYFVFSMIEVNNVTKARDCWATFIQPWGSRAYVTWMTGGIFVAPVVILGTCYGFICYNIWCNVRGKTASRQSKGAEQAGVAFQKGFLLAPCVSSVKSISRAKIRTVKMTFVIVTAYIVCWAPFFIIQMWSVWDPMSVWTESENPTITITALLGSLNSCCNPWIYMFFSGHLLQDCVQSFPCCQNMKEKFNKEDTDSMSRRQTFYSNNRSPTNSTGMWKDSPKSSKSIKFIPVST
An asterisk follows results filed as active; · = not tested or not shown.

SMILES	M1 ag parental	GPR7 antagonist	OXTR agonist	CHO parental Ca	TAAR1 antagonist	CHO-K1 Ca PAM	OXTR potentiate	CHO-K1 Ca antag	V1R ag counter
O=C(c1ccco1)N1CCN(S(=O)(=O)c2ccccc2[N+](=O)[O-])CC1	0.4	-8	0.3	-15	7	7	2	-10	1.3
O=c1cc[nH]c2c1ccc1cccnc12	-0.3	·	1.3	3	1	16	6	-14	2.2
COc1cccc(CNC(=O)CN2C(=O)c3ccccc3S2(=O)=O)c1	0.5	·	-0.9	-12	-4	-23	0	8	0.1
O=C(NCCS(=O)(=O)N1CCN(c2ccccc2F)CC1)c1ccc2c(c1)OCO2	6.6	·	1.8	-28	-13	8	-6	-9	3.0
CC(=O)N1N=C(c2ccc(Cl)cc2)CC1c1ccco1 (stereo not drawn)	3.1	8	-1.4	-25	-23	6	-6	-11	1.4
COc1ccc(C(=O)NCC(c2cccnc2)N2CCN(c3ccc(F)cc3)CC2)cc1OC (stereo not drawn)	0.9	-1	1.5	-16	8	-7	-4	8	1.7
O=C(COC(=O)c1cccnc1Cl)c1ccc2c(c1)OCCO2	4.7	-6	-0.5	-4	-13	19	-3	-24	0.6
Cc1[nH]c(C)c(S(=O)(=O)N2CCN(c3ccccc3)CC2)c1C(=O)N1CCCC1	0.6	-16	-0.4	-15	-23	-13	-11	-4	-0.4
COc1ccc(/C=C\c2onc(C)c2S(=O)(=O)N2CCC(C(=O)NCCC(C)C)CC2)cc1	2.9	-3	-0.3	-19	10	11	-2	0	-1.1
COC(=O)CNC(=O)COC(=O)c1cc(F)c(F)cc1Cl	0.1	-4	0.3	-8	11	7	-4	-12	0.1
CC1(C)NC(=O)N(CC(=O)OCC(=O)Nc2cc(S(=O)(=O)N3CCCCC3)ccc2Cl)C1=O	0.4	-6	-0.2	-19	1	1	2	5	1.3
CCc1ccc(C(C)NC(=O)COC(=O)c2ccc(-n3cnnn3)cc2)cc1 (stereo not drawn)	1.8	·	11	-6	12	2	-9	-2	11
Cc1cccc2sc(NC(=O)C3CCCN(S(=O)(=O)c4cccc5nonc45)C3)nc12 (stereo not drawn)	1.0	-5	0.6	-8	22	-2	-9	10	1.2
Cc1cccc(CCNC(=O)CCNC(=O)Cn2ccc3ccccc3c2=O)c1	0.1	-4	-1.5	-7	9	-11	-9	17	0.4
CCOC(=O)CC(=O)CSc1nc(-c2cccnc2)ccc1C#N	2.0	8	0.4	-12	-9	7	-4	-11	1.3
COc1ccc(N(CC(=O)N/N=C/c2cccs2)S(=O)(=O)c2ccc(OC)c(OC)c2)cc1	5.1	5	0.8	-15	69*	3	-11	-16	2.1
CCC1(c2ccc(Cl)cc2)NC(=S)N(c2ccccc2)N1 (stereo not drawn)	0.1	-4	-0.2	-2	14	24	-6	-8	1.6
COc1ccc(C(=O)NCC(c2ccco2)N2CCc3ccccc3C2)c(OC)c1 (stereo not drawn)	0.3	·	·	·	9	31	·	-24	·
Cc1cccc(-n2nc3c([n+]2[O-])CCc2nonc2-3)c1C	0.8	-6	-1.0	-9	-16	30	-3	-11	-0.5
COc1ccc(OC)c(/C=C/C(=O)OCC(=O)NCc2ccco2)c1	2.1	·	-0.7	-21	-10	27	-4	-14	0.3
Cc1c(C(=O)c2ccc(Cl)c(Cl)c2)cnc2cc3c(cc12)OCO3	0.6	-1	-1.3	-9	5	13	-17	-16	0.6
CC(C)c1ccc(NC(=S)NN2CCN(C)CC2)cc1	0.5	-16	2.3	5	-8	-1	-4	-12	0.1
Cc1ccc2cc(C#N)c(N3CCN(C(=O)c4ccccc4)CC3)nc2c1	5.8	-3	-0.6	-19	71*	-11	-2	5	2.2
N#Cc1ccccc1S(=O)(=O)N1CCN(CC(=O)NC(=O)NC2CCCCC2)CC1	0.2	·	0.6	-13	10	-3	-6	-1	0.9
Cc1cc(C)nc(NC(=O)c2cccc([N+](=O)[O-])c2)c1	0.1	-3	-1.9	-8	9	22	0	-4	-1.7
O=C1CSC(c2ccc(Cl)cc2)N1 (stereo not drawn)	0.2	0	0.3	-10	6	-1	2	-11	0.1
CCc1c(C)sc(NC(=O)Cc2ccccc2OC)c1C(=O)N1CCOCC1	7.1	-11	-0.1	-15	-18	-5	2	5	2.5
COc1ccc(Br)cc1S(=O)(=O)NCCCN1CCOCC1	0.3	6	0.7	-11	12	3	-7	-10	0.0
CC(C)CC1C(=O)N(Cc2cn(CC3CCCCC3)nn2)CCS(=O)(=O)N1Cc1ccc(-c2ccc(Cl)c(Cl)c2)cc1 (stereo not drawn)	-0.5	·	·	·	-16	-5	·	-1	·
COc1ccccc1CN1CC(C(=O)NCCc2cn[nH]c2)CCC1=O (stereo not drawn)	1.9	-13	-0.4	-4	1	4	5	-15	0.1
O=C(CSc1ccccc1)Nc1ccccc1C(=O)O	-0.5	-4	-1.0	0	-3	11	-4	-9	-1.0
O=C1NC[C@@H](CCCCN2C[C@H](Cc3ccccc3)N(CCC3CCCCC3)C(=O)C2=O)N(CCc2ccc(O)cc2)C1=O	0.1	·	·	·	-6	17	·	-12	·
O=C(CCS(=O)(=O)c1ccccc1)Nc1ccc(N2CCN(Cc3ccccc3)CC2)cc1	2.3	·	0.7	-10	-5	15	-6	-9	0.9
CCCCN(C(=O)c1cccc(-n2cccc2)c1)c1c(N)n(Cc2ccccc2)c(=O)[nH]c1=O	0.9	·	-1.1	-14	-15	-8	0	2	-1.0
O=C(Nc1cccc(S(=O)(=O)NC2=NCCC2)c1)c1ccc(OC(F)F)cc1	1.1	·	0.1	-14	-18	-3	3	-12	0.3
Cc1cc(C)cc(NC(=S)NN)c1	-0.4	-15	-0.6	-15	-22	-2	-14	7	0.0
CCOc1ccc(CNC(=O)c2cccc(NC(=O)C3=C(C)OCCS3)c2)cc1	3.0	-2	3.4	-24	3	-27	-10	4	3.9
NC(=O)C1(N2CCCCC2)CCN(C(=O)c2cc(COc3c(F)cccc3F)on2)CC1	2.3	·	·	·	1	8	·	-5	·
O=C(c1cc2ccccc2oc1=O)N1CCSC1c1ccco1 (stereo not drawn)	-0.1	1	-0.8	-12	-1	4	-15	6	-0.1
Cc1nn(C)c(C(=O)Nc2ccc(Br)cc2F)c1Br	0.3	-9	-1.8	-2	·	13	-3	0	0.5
COc1ccc(NC(=O)c2cc(=O)c3ccccc3o2)cc1Cl	0.9	-10	0.5	-11	-3	32	-9	-7	-0.4
CCCCC(CCC(=O)O)(C(=O)OCC)c1csc(Nc2ccc(C)cc2)n1 (stereo not drawn)	3.7	12	-0.8	-10	5	10	-2	3	-0.1
N#C/C(=C\c1c(F)cccc1Cl)c1nn(-c2ccccc2)c(-n2cccc2)c1C#N	1.1	-18	1.5	-19	-8	16	-3	-4	0.9
Cc1cccc(CN2CCC(C(N)=O)CC2)c1	0.2	-1	1.0	-7	-16	4	-3	-18	2.1
CC(C)(C)c1nc(SCC(=O)Nc2ccc(N3CCOCC3)cc2)c2ccccc2n1	-0.1	8	6.6	-7	-6	9	-16	13	4.2
Cn1c(Cc2ccccc2)nnc1SCC(=O)N1CCCCC1	0.6	-16	0.6	-7	-11	0	-8	1	-0.5
CSc1ccccc1C(=O)N1CCC(CCC(=O)NC2CC2)CC1	1.0	-3	-0.1	-12	-19	9	-1	-10	-0.3
O=c1c2ccccc2c(C=Nc2cccc(S(=O)(=O)NCc3ccco3)c2)c(O)n1-c1ccc(Cl)cn1	0.4	-6	0.9	-7	12	-13	-4	9	1.0

Molecules shown so far that have an NH in an aromatic ring (4):
SMILES	M1 ag parental	GPR7 antagonist	OXTR agonist	CHO parental Ca	TAAR1 antagonist	CHO-K1 Ca PAM	OXTR potentiate	CHO-K1 Ca antag	V1R ag counter
O=c1cc[nH]c2c1ccc1cccnc12	-0.3	·	1.3	3	1	16	6	-14	2.2
Cc1[nH]c(C)c(S(=O)(=O)N2CCN(c3ccccc3)CC2)c1C(=O)N1CCCC1	0.6	-16	-0.4	-15	-23	-13	-11	-4	-0.4
COc1ccccc1CN1CC(C(=O)NCCc2cn[nH]c2)CCC1=O (stereo not drawn)	1.9	-13	-0.4	-4	1	4	5	-15	0.1
CCCCN(C(=O)c1cccc(-n2cccc2)c1)c1c(N)n(Cc2ccccc2)c(=O)[nH]c1=O	0.9	·	-1.1	-14	-15	-8	0	2	-1.0

More structures follow.
SMILES	M1 ag parental	GPR7 antagonist	OXTR agonist	CHO parental Ca	TAAR1 antagonist	CHO-K1 Ca PAM	OXTR potentiate	CHO-K1 Ca antag	V1R ag counter
Cc1nnc(NC(=O)CCC(=O)NCc2ccco2)s1	0.2	-6	0.2	-8	-24	19	-27	-11	1.2
O=C(c1cccs1)N1CCCC(N2CCN(c3cccc(C(F)(F)F)c3)CC2)C1 (stereo not drawn)	3.5	-9	-1.2	-19	-6	9	-10	-14	3.6
O=[N+]([O-])c1ccccc1CNC1CCCc2ccccc21 (stereo not drawn)	-0.3	-6	-1.0	-16	-2	1	-3	0	-0.8
O=C(COC(=O)c1cc(S(=O)(=O)N2CCOCC2)c(Cl)cc1Cl)NCc1ccco1	0.0	·	0.6	-25	-9	7	-8	-2	0.9
Nc1nc(COC(=O)C2CCN(C(=O)c3ccc(Cl)cc3)CC2)nc(Nc2ccccc2)n1	1.2	·	-2.5	-26	-10	1	-3	2	1.9
N#C/C(=C\N1CCOCC1)c1ccccc1	0.8	-8	2.2	-6	-25	-5	-7	2	1.2
c1ccc(Cn2nnc3c(NCc4ccc5c(c4)OCO5)nc(C4CC4)nc32)cc1	0.2	11	0.6	-12	-12	9	-11	-4	0.8
COCCNC(=O)c1ccc2c3n(nc2c1)-c1ccc(Cl)cc1CO3	-0.2	·	-1.7	-7	12	14	-12	-16	-0.8
CCN(CC)S(=O)(=O)c1ccc(N2CCOCC2)c(NC(=O)c2cnccn2)c1	0.8	-10	0.0	-18	-1	3	-5	-4	-0.8
O=C(Cn1c(=O)sc2ccccc21)NCc1ccco1	0.1	-11	-1.1	-5	16	5	-11	-2	-0.3
CC(=O)/C(=C/c1ccc(N(C)C)cc1)C(=O)c1ccccc1	0.2	-8	-0.6	-7	3	7	-10	-13	1.3
O=C(CNC(=O)N1CC(=O)Nc2ccccc21)NCCCc1ccccc1	0.9	·	·	·	-12	3	·	0	·
COc1ccc(OC)c(C2C3=C(N=C4SCC(=O)N42)c2ccccc2CC3)c1 (stereo not drawn)	-0.1	11	-1.2	-16	-3	0	-24	6	-0.9
Cc1coc2c(C)c3oc(=O)c(CCC(=O)N4C[C@H]5C[C@@H](C4)c4cccc(=O)n4C5)c(C)c3cc12	-0.1	-10	-1.4	-18	8	-2	-3	3	-0.4
CCCCCCCCN1C(=O)[C@H](CC(=O)NCc2ccccc2)C[C@@]2(C(=O)OC)CCCCC=C12	0.8	·	·	·	-5	16	·	-20	·
CCOc1cc(/C=N/NC(=O)c2c(-c3ccccc3)noc2C)ccc1O	1.6	1	0.5	-9	16	13	-8	-4	2.1

This is a random part of the collection; any-hit rate near 3.5%.
